Assay outcomes from PubChem.
Insulin prom up: MIN6 insulin promoter up-regulation | MIN6 insulin promoter-GFP reporter, high-content imaging; hits give high values | z-score at 5 µM | hit rate 0.3% among 190,000 | AID 1625;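 active means z-score above 3 at 5 µM with at least 500 cells counted in the well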
Dynein transport: dynein cargo transport inhibition; hit rate 0.47% among 220,000; z-score, hits read low; 3617.4 mouse cells, GR-EGFP nuclear translocation imaging; test concentration mostly 20 µM; stimulated with dexamethasone, 1 µM; hits give low values;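 active means plate z-score of nuclear minus cytoplasmic receptor signal below a set negative limit, without overly bright fluorescence or cell loss, cut at about -3.5 in these data, passing the limit was not always enough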;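 further: z-score of nuclear minus cytoplasmic ring GR-EGFP intensity difference per well; some compounds called inactive have numbers as strong as hits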
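Buffer or medium: tet-free, stripped-serum medium; reagent: dexamethasone at 1.0 µM final, 30 min; incubation: 48 h induction, 1 h compound, 30 min dex at 37 °C; measured by: formaldehyde fixation, Hoechst nuclear stain, 10x automated fluorescence imaging; read-out: nuclear-to-cytoplasmic GR-EGFP distribution per well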
Myeloid diff MLP: compounds promoting myeloid differentiation | ER-HoxA9 myeloid progenitors, lysozyme-GFP differentiation, flow cytometry | calls only at 10 µM | hit rate 1% among 360,000 | AID 624256;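 active means normalized GFP-positive differentiation at or above the plate's own cutoff, the solvent-only control mean plus 3 SD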;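 further: cells exposed to compound for four days before flow analysis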
bCat nuc transl: alters nuclear translocation of beta-catenin in HeLa cells; immunofluorescence imaging; nuclear translocation activity, % at 5 µM; hit rate 0.3% among 190,000; AID 1665;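 active means nuclear translocation activity above 50% at 5 µM, with a well cell count of 50 or more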;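 further: per-cell ratio of nuclear to cytoplasmic median beta-catenin stain intensity; plate controls were DMSO negative control for no effect and GSK-3 inhibitor IX positive control for full effect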
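Test system: HeLa cells, endogenous beta-catenin; Compound: single 5 µM dose plus 0.02–20 µM confirmation series; Times: compound exposure 24 h at 37°C; Signal: fluorescence imaging of beta-catenin antibody stain plus DAPI; Read-out: % activation, nuclear-to-cytoplasmic median beta-catenin signal ratio per cell.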
Lipid droplet: hepatic lipid droplet formation modulation; AML12 mouse hepatocytes, oleate lipid droplets, BODIPY imaging; inhibition, % at 6.5 µM; hit rate 0.4% among 240,000;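 active means lipid droplet intensity inhibited by at least 50%, with more than 500 cells counted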
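material = mouse AML12 hepatocyte cell line, fixed after treatment | also added = 100 µM oleic acid challenge | doses = compound at 6.5 µM only | schedule = overnight exposure | technique = Image-based BODIPY and DAPI two-channel analysis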
TNAP activators: human TNAP enzyme activators, primary screen, biochemical, luminescent, no phosphate acceptor, uHTS (AID 1001). purified TNAP, luminescent activation assay, no phosphate acceptor; higher activation fold means a stronger effect. activation fold at 20 µM, or EC50 in µM where a hit was titrated. hit rate 0.03% among 200,000; in the data active means activation fold from about 3, or a potency from the dose series; inactive means the rest, 99 in 100 with activation fold below about 1.6; further: many of its hits are not listed in these tables
PMI inhibitors: MPI enzyme activity inhibition – biochemical, fluorescence intensity, coupled assay, primary screen (AID 1209) | purified PMI enzyme, coupled fluorescence intensity; higher % means a stronger effect | inhibition, % at 20 µM; hits with a dose series show IC50 in µM | hit rate 0.42% among 190,000; in the data active means inhibition above about 50%;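 further: plate controls were DMSO vehicle for no effect and wells lacking substrate for full effect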
MT stabilizer: microtubule stabilization, imaging screen; HeLa tubulin immunostaining HCS, 24 h; share of cells brighter than vehicle mean+2SD; % tubulin-high responders, % at 10 µM; hit rate 0.83% among 200,000;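 active means plate Z-score above 3 for both tubulin-high and condensed-nucleus cell shares, with cell loss under 80%, at 10 µM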;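 further: anti alpha tubulin signal scored within the nucleus-defined area of each cell; some results filed as inactive read as strong as hits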
T cell HTS: modulates CD8 T cell binding to vesicles; 2C CD8+ T cell-vesicle binding, flow cytometry; hits give low values; AID 2052; hit rate 0.068% among 330,000; calls only at 7 µM;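 active means response, share of CD8 T cells binding vesicles, and their 90th percentile fluorescence all below set limits, cut at about 80% in these data, passing the limit was not always enough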
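Assay system – 2C mouse CD8+ T cells · Also added – QL9-loaded Drosophila micro-vesicles · Timing – Cell–vesicle co-incubation 1.5 h at 37 °C, staining 20 min on ice · Signal – flow cytometry of vesicle-bound cells · Measure – percent CD8+ FL2 mean versus row control · Controls – Peptide-free naked vesicles (low) and QL9 vesicles with 0.7% DMSO vehicle (high)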
Dynein transport cytoplasmic EGFP: also measured in Dynein transport; calls as there; z-score; measured here: cytoplasmic GR-EGFP intensity; hits give high values
Dynein transport nuclear GR-EGFP: recorded beside Dynein transport, whose call it bears; z-score; measured here: nuclear GR-EGFP intensity;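 lower value marks the stronger effect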
Dynein transport cell count: further read-out of Dynein transport, marked with its call; z-score; measured here: cell count per field
Insulin prom up cell count: second read-out of Insulin prom up, no call of its own (marks repeat the call); cell count; measured here: cytotoxicity, nuclei count;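 total cells summed across four imaged fields per well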
Lipid droplet cells 6.5 µM: recorded beside Lipid droplet, whose call it bears; cell count; measured here: cell count, cytotoxicity flag;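 cells counted across two imaged fields per well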
bCat nuc transl cell count 5 µM: further read-out of bCat nuc transl, marked with its call; cell count; measured here: cell count, cytotoxicity flag
T cell HTS vesicle-bound %: also measured in T cell HTS; calls as there; double positive events, %; measured here: CD8+ vesicle-bound cell fraction;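 binding gate set so that unloaded-vesicle control wells show 10% double positive cells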
MT stabilizer Hoechst-high %: further read-out of MT stabilizer, marked with its call; % Hoechst-high responders; measured here: nuclear condensation Hoechst responders;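 share of cells brighter than vehicle mean plus two SD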
MT stabilizer cytotoxicity %: further read-out of MT stabilizer, marked with its call; toxicity, %; measured here: cytotoxicity by cell density;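 0% = mean cell density of plate MIN control wells and 100% = no cells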
Myeloid diff MLP GFP+ MAC1+ %: also measured in Myeloid diff MLP; calls as there; GFP+ MAC1+ double positive, %; measured here: differentiation confirmed by MAC1 staining
* = called active by the depositor; i = inactive; / = not tested or not shown; + = active, no number.

SMILES	Insulin prom up	Insulin prom up cell count	Dynein transport	Dynein transport cytoplasmic EGFP	Dynein transport nuclear GR-EGFP	Dynein transport cell count	Myeloid diff MLP	Myeloid diff MLP GFP+ MAC1+ %	bCat nuc transl	bCat nuc transl cell count 5 µM	Lipid droplet	Lipid droplet cells 6.5 µM	TNAP activators	PMI inhibitors	MT stabilizer	MT stabilizer Hoechst-high %	MT stabilizer cytotoxicity %	T cell HTS	T cell HTS vesicle-bound %
N#Cc1ccccc1Sc1ccccc1C(=O)OCc1nnc(-c2ccccc2)o1	/	/	0.94	-0.34	0.25	-0.66	i	1.7	-5.0	1166	2	773	0.9	9%	5.0	4.9	9.1	i	46
CCn1c(SCc2ccc(Cl)c(Cl)c2)nnc1C(C)NC(=O)c1ccc(OC)cc1 (stereo not drawn)	-0.4	1358	-0.66	-0.27	-0.6	0.58	i	0.6	0.7	965	-2	621	1.1	8%	3.3	3.2	5.3	i	52
Cc1cccc2sc(NC(=O)CCn3cccc3)nc12	0.17	1240	0.12	-0.28	0.57	-0.64	i	0.2	-0.5	1034	22	702	1	-20%	3.2	2.2	4.5	i	47
CCOC(=O)N1CCN(c2cc(N(C)CCO)c([N+](=O)[O-])c3nonc23)CC1	0.85	1267	-0.014	-0.26	-0.32	1.2	i	0.3	-1.6	1165	-62	765	0.9	21%	1.9	2.4	3.0	/	/
CCOC(=O)c1cnc(-n2nc(C)cc2C)nc1N1CCOCC1	0.92	1185	0.43	-0.31	0.38	-0.6	i	1.0	0.0	1183	/	/	1	-4%	4.5	2.1	6.4	i	35
CC1(C)NC(=O)N(CC(O)COc2ccc(-c3ccccc3)cc2)C1=O (stereo not drawn)	/	/	1.4	-0.27	1.1	-0.71	i	1.0	-0.2	1024	11	680	1.1	1%	2.1	1.2	32	i	42
COc1ccc2occ(C(=O)c3coc4ccc(O)c(CN(C)C)c34)c2c1	-2.8	1080	-0.96	0.0056	-0.13	0.6	i	0.7	-1.3	991	/	/	0.9	2%	2.3	3.4	8.9	i	40
Cc1ccc(C(=O)c2nocc2C(=O)c2cccs2)cc1	1.8	1326	-1	0.13	-0.21	0.66	i	1.1	-4.3	950	/	/	1	11%	5.9	3.1	8.9	i	53
COc1ccc(C(=O)N2CC(=O)Nc3ccccc32)cc1S(=O)(=O)N1CCCC1	-0.34	1221	1.3	-0.38	-0.092	-1	i	0.4	-5.4	1093	-5	671	1.1	1%	3.6	2.8	7.4	i	29
COc1ccccc1C(=O)O/N=C1/CCCc2c1ccc(OC)c2[N+](=O)[O-]	0.77	1320	0.46	-0.22	-0.67	-0.12	i	0.8	-0.2	1403	/	/	1	-35%	2.1	2.4	4.5	i	26
CCCC(=O)NCCc1cc2ccc(OC)cc2[nH]c1=O	-0.05	1351	0.35	-0.17	0.18	-0.8	i	8.9	0.2	1019	6	701	1.1	6%	3.1	1.6	7.2	i	29
COc1cc2c(cc1OC)/C(=C/c1ccc(Br)cc1)C(=O)OC2	-0.13	1430	0.82	0.22	0.16	-1.4	i	0.2	1.2	509	5	671	1.1	6%	4.7	1.6	6.8	i	20
O=C(COc1ccccc1)NNc1nc2ccccc2s1	0.29	1019	-0.38	-0.23	0.23	0.78	i	0.6	0.9	1226	-1	703	/	/	/	/	/	i	40
O=C(CN1CCN(S(=O)(=O)c2ccc3ccccc3c2)CC1)Nc1ccc(N2CCOCC2)cc1	-0.22	1487	1.2	-0.19	0.62	-0.56	i	6.0	-0.2	1129	-4	628	1.1	13%	3.8	3.2	3.5	i	50
COc1ccccc1C(=O)N1CCN(C(=O)c2ccncc2)CC1	0.44	1153	0.35	-0.22	0.17	-0.78	i	0.3	/	/	-38	594	1	-8%	2.0	1.7	22	i	11
COc1cccc(NS(=O)(=O)c2ccc(Br)s2)c1	0.32	1341	0.036	-0.22	0.81	-0.083	i	1.3	1.0	1231	-6	779	1.1	15%	5.7	3.5	4.2	i	41
O=c1c2ccccc2nnn1CSc1nc2ccccc2[nH]1	-0.12	1546	0.34	-0.27	0.011	0.77	i	0.1	-2.2	1120	12	648	1.1	6%	3.9	2.0	11	i	8
COc1ccccc1-c1nnc(SCC(=O)Nc2nc(-c3ccccc3)cs2)n1C	-0.18	770	-0.18	-0.17	0.088	0.57	i	1.5	0.6	542	/	/	1	-16%	3.1	1.8	7.2	i	64
C=CCNc1nc(NC(C)(C)CO)nc(OC)n1	/	/	-0.24	-0.12	-0.28	0.5	i	1.2	-0.7	1132	-6	754	1	-8%	3.8	1.8	4.9	i	59
Cc1cccc(CNC(=O)CCc2nnc(C3CCCCC3)o2)c1	0.8	1398	0.98	-0.2	0.69	-0.77	i	0.3	-1.0	1025	2	744	1.1	6%	1.9	1.2	7.7	i	29
Cc1ccccc1NC(=O)C(=Cc1ccc(C(=O)O)cc1)C(=O)Nc1ccccc1C	1.1	1068	-2.6	1.4	-1.1	-0.43	i	0.9	-0.6	1154	-4	717	1.1	-29%	11	18	31	/	/
CC(C)NC(=O)COc1ccc(/C=N/NS(=O)(=O)c2ccccc2)cc1	0.07	1400	0.17	-0.064	0.05	-0.65	i	0.6	-0.8	1399	/	/	1.1	-5%	0.7	1.6	3.4	i	47
O=C(Nc1ccc(Br)cc1)c1cccc(N2C(=O)C3C4CCC(C4)C3C2=O)c1 (stereo not drawn)	0.14	1308	-2.1	0.3	-1.6	0.72	i	0.5	0.2	1009	0	680	1.1	-3%	3.7	2.7	3.7	i	34
Cn1c(N2C(=O)CC(Cc3ccccc3)C2=O)nc2ccccc21 (stereo not drawn)	/	/	-0.44	-0.24	-0.18	-0.032	i	0.8	-2.7	1176	-16	737	1	-4%	3.6	2.1	7.6	i	27

Profiles from above:
O=c1c2ccccc2nnn1CSc1nc2ccccc2[nH]1 is entered as Insulin prom up = -0.12; Insulin prom up cell count = 1546; Dynein transport = 0.34; Dynein transport cytoplasmic EGFP = -0.27; Dynein transport nuclear GR-EGFP = 0.011; Dynein transport cell count = 0.77; Myeloid diff MLP = i; Myeloid diff MLP GFP+ MAC1+ % = 0.1; bCat nuc transl = -2.2; bCat nuc transl cell count 5 µM = 1120; Lipid droplet = 12; Lipid droplet cells 6.5 µM = 648; TNAP activators = 1.1; PMI inhibitors = 6%; MT stabilizer = 3.9; MT stabilizer Hoechst-high % = 2.0; MT stabilizer cytotoxicity % = 11; T cell HTS = i; T cell HTS vesicle-bound % = 8
Cc1ccccc1NC(=O)C(=Cc1ccc(C(=O)O)cc1)C(=O)Nc1ccccc1C is entered as Insulin prom up = 1.1; Insulin prom up cell count = 1068; Dynein transport = -2.6; Dynein transport cytoplasmic EGFP = 1.4; Dynein transport nuclear GR-EGFP = -1.1; Dynein transport cell count = -0.43; Myeloid diff MLP = i; Myeloid diff MLP GFP+ MAC1+ % = 0.9; bCat nuc transl = -0.6; bCat nuc transl cell count 5 µM = 1154; Lipid droplet = -4; Lipid droplet cells 6.5 µM = 717; TNAP activators = 1.1; PMI inhibitors = -29%; MT stabilizer = 11; MT stabilizer Hoechst-high % = 18; MT stabilizer cytotoxicity % = 31; T cell HTS = /; T cell HTS vesicle-bound % = /

Continued.
SMILES	Insulin prom up	Insulin prom up cell count	Dynein transport	Dynein transport cytoplasmic EGFP	Dynein transport nuclear GR-EGFP	Dynein transport cell count	Myeloid diff MLP	Myeloid diff MLP GFP+ MAC1+ %	bCat nuc transl	bCat nuc transl cell count 5 µM	Lipid droplet	Lipid droplet cells 6.5 µM	TNAP activators	PMI inhibitors	MT stabilizer	MT stabilizer Hoechst-high %	MT stabilizer cytotoxicity %	T cell HTS	T cell HTS vesicle-bound %
CCNC(=O)C1CC(=O)OC12CCCCC2 (stereo not drawn)	0.25	1412	-0.78	-0.16	-0.36	0.6	i	0.4	0.1	1293	/	/	1.1	2%	1.7	1.2	12	i	48
O=C(CNS(=O)(=O)c1cccc(C(F)(F)F)c1)Nc1ccccc1F	-0.12	1866	-0.2	-0.16	-0.75	-0.22	i	3.9	-0.9	1065	-10	715	1.1	15%	2.9	1.4	3.8	i	42
O=C(NCCCn1ccnc1)C(=O)NCc1ccc(Cl)cc1	-0.84	1158	-0.27	-0.18	-0.49	0.25	i	0.6	-2.5	1252	0	734	1	3%	5.4	3.3	7.3	i	32
CCOC(=O)c1[nH]c2ccc(OC)cc2c1NC(=S)N1CCN(c2cccc(Cl)c2)CC1	-0.34	1157	0.59	-0.25	0.88	-0.61	i	0.6	-1.5	1076	11	687	1.1	25%	4.5	2.6	8.2	i	30
Cc1cccc(NC(=O)c2cc(Cl)nc3ccccc23)c1	-0.01	1615	-0.46	-0.26	-0.11	0.32	i	1.0	-0.1	1307	/	/	1	4%	0.8	1.7	9.5	i	14
CCOc1ccc(C2C=C(c3ccc(C)cc3)Nc3ncnn32)cc1 (stereo not drawn)	/	/	0.46	-0.34	-0.033	-0.047	/	/	/	/	/	/	1.1	-43%	4.6	1.4	2.4	+	2.2*
CNCCOc1ccccc1C(C)(C)C	-0.28	904	-0.77	-0.2	-0.19	0.43	i	0.8	/	/	-56	759	1.2	6%	1.2	0.9	4.3	i	22
CCc1ccc(NC(=O)CSCc2ccc(C(=O)O)cc2)cc1	/	/	-0.32	-0.27	-0.056	0.57	i	1.8	-0.8	985	-6	649	1.1	-1%	3.9	3.9	2.8	i	30
CCCCOc1ccc(-c2csc(N)n2)cc1[N+](=O)[O-]	-0.25	1288	0.23	-0.04	0.45	-1.3	i	0.4	0.5	913	-9	376	1.1	5%	2.5	1.9	0.0	i	39
